# Screens: PubChem, Sanford-Burnham Center for Chemical Genomics
# CXCR6 inh: CXCR6 (human) receptor inhibition. CHO-K1 PathHunter CXCR6 beta-arrestin, luminescence. inhibition, % at 20 µM. 360,000 tested, 0.36% active. AID 602244; in the data active = inhibition above about 34%, passing the limit was not always enough;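 also: antagonist mode with CXCL16 agonist at 10 nM final; 0% = 10 nM CXCL16 with DMSO and 100% = unstimulated wells without agonist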
# Target sequence (O00574 whole entry, looked up): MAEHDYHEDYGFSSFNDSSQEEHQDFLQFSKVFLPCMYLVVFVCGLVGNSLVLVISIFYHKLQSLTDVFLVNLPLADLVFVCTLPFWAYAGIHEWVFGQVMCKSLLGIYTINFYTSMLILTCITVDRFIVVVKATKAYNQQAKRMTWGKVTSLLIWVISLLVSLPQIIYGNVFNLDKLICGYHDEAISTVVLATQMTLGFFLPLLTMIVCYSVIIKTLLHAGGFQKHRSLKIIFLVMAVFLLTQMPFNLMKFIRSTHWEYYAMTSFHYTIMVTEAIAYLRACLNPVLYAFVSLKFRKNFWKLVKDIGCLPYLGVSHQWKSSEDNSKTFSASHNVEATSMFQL
# UBC13 polyUb: human UBC13 polyubiquitination inhibition | P61088 | UBC13 polyubiquitin chain formation, TR-FRET | inhibition, % at 20 µM | 330,000 tested, 0.47% active; in the data active = inhibition above about 45%, passing the limit was not always enough
# Gli-Sufu antag: Gli-Sufu pathway antagonism; inhibition, % at 5 µM; Sufu-KO-LIGHT fibroblasts, Gli luciferase reporter luminescence; 340,000 tested, 0.74% active;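 active = inhibition above about 55%, limit read from the data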;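 also: 0% = DMSO-treated cells and 100% = wells with medium but no cells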
# Jurkat NFkB inh: lowers PMA/ionomycin-induced NF-kB signal in Jurkat cells. 330,000 tested, 0.53% active. inhibition, % at 4 µM. PMA/ionomycin-induced NF-kB luciferase reporter, luminescence. AID 435003; in the data active = inhibition above about 50%
# CCR6 antag: antagonists of human CCR6 receptor; 340,000 tested, 0.49% active; P51684; CHO-K1 CCR6 PathHunter beta-arrestin, luminescence, CCL20-stimulated; inhibition, % at 20 µM;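 active = compounds whose inhibition of the agonist-driven luminescence signal at 20 µM reaches about 50%, limit read from the data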;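 also: cells stimulated with CCL20 at 14 nM final; plate controls were DMSO with CCL20 for no effect and DMSO without agonist for full effect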
# APJ antag: blocks the human apelin receptor APJ | inhibition, % at 20 µM | CHO-K1 APJ beta-arrestin complementation, luminescence | AID 2521 | 330,000 tested, 0.32% active | P35414;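 active = inhibition above about 40% at 20 µM, limit read from the data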;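 also: cells challenged with 10 nM apelin-13 agonist together with compound; plate controls were apelin-13 plus DMSO wells for no effect and DMSO wells lacking apelin-13 for full effect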
# Target sequence (P35414 whole entry, looked up): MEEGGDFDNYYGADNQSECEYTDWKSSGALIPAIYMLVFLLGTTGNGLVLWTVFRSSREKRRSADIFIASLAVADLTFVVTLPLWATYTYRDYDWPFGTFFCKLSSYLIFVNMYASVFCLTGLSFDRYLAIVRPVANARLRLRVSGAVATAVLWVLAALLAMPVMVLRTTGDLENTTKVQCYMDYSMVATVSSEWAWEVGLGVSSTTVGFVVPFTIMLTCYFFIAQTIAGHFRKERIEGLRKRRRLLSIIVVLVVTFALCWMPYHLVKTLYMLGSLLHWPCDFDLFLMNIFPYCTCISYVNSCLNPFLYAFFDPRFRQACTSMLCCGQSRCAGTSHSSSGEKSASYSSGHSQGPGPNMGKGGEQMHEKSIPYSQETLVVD
# EBI2 antag: antagonists of human EBI2 receptor. 360,000 tested, 0.81% active. EBI2 beta-arrestin recruitment, luminescence, 7a,25-OHC stimulated. inhibition, % at 5 µM; in the data active = inhibition above about 38%;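 also: enzyme fragment complementation signal reports receptor beta-arrestin coupling in cells; 0% = agonist plus DMSO wells and 100% = wells without agonist; some results beyond the cut were filed as inactive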
# Target sequence (P32249 whole entry, looked up, the tested form may be a part): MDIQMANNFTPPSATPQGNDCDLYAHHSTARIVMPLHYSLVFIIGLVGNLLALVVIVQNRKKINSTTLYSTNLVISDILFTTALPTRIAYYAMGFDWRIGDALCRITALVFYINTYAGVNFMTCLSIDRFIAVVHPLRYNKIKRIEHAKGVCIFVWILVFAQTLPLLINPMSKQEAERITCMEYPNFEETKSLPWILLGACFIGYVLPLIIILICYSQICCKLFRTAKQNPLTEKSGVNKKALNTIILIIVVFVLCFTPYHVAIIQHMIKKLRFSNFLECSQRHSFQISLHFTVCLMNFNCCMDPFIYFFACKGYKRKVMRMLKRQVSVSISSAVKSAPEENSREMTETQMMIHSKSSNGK
# 697 NFkB inh: lowers PMA/ionomycin-induced NF-kB signal in 697 B cells; 697 B-cell NF-kB luciferase reporter, 16 h; 330,000 tested, 0.33% active; inhibition, % at 4 µM; in the data active = inhibition above about 35%
# * marks the source's active call; other numbers are inactive results; . = not tested or not shown; & = joins results of further samples.
compound	CXCR6 inh	UBC13 polyUb	Gli-Sufu antag	Jurkat NFkB inh	CCR6 antag	APJ antag	EBI2 antag	697 NFkB inh
CC1CCCC(NC(=O)COC(=O)Cc2ccc(Br)cc2)C1C (centres undefined)	-12.6	0.5	10.6	-10.1	-3.2	-0.6	-1.7	-0.1
O=C1CCCc2ccccc2N1Cc1ccccc1Cl	-7.4	0.9	-5.7	-3.2	7.5	-9.4	-5.5	-11.2
Clc1ccc2c(c1)c1ccccc1n2CN1CCOCC1	-4.0	0.3	-5.8	20.9	-7.8	-0.1	-13.4	23.1
COc1ccc(-n2c(COc3ccc(Cl)cc3)nnc2SCc2ccc(C#N)cc2)cc1	4.3	3.1	21.3	23.4	20.7	2.3	37.9	-7.9
CCn1c(SCCOc2ccc(Cl)cc2)nnc1-c1cccs1	-0.8	8.5	1.2	-7.1	-1.1	0.2	14.7	18.4
COc1ccc(CCOC2OC(CO)C(OC(=O)/C=C/c3ccc(O)c(OC)c3)C(O[C@H]3O[C@@H](C)[C@H](O)[C@@H](O)[C@H]3O)C2O)cc1O (some centres undefined)	1.2	8.6	-2.9	11.5	-5.3	-9.4	-2.4	17.9
COC(=O)C1C(=O)C2=C(CC1C)NC(C)=C(C(=O)OC(C)C)C2c1ccc(OC)c(O)c1 (centres undefined)	-8.6	0.6	-0.8	2.2	1.4	7.6	-27.2	-6.2
C[C@@]12C(=O)N(Cc3ccccc3)CC(=O)N1[C@H]1c3cc(Cl)ccc3OC[C@@H]1[C@@H]2c1ccccc1	6.2	-12.6	4.0	-13.3	3.6	-6.4	21.1	-9.9
CN(C(=O)CSc1nnc(-c2cccc(F)c2)n1N)C1CCS(=O)(=O)C1 (centres undefined)	4.2	-7.7	2.0	-7.4	1.8	10.7	-1.8	10.6
NC(=O)C1CCN(C(=O)CSc2ccccn2)CC1	6.5	5.3	13.2	1.9	-6.6	5.9	-8.1	4.2
CCCCCO	-3.6	4.5	-9.4	10.8	2.8	-2.6	-2.5	2.2
O=C(Nc1ccnn1C1CCN(C(=O)c2ccc(F)c(Cl)c2)CC1)C1CC1	4.0	0.8	9.6	16.9	7.1	-11.3	4.2	18.9
CS(=O)(=O)N1N=C(c2ccccc2)CC1c1cccs1 (centres undefined)	-12.2	7.3	29.2	0.1	-3.8	3.0	5.0	9.5
Nc1cccc(-c2nc3ccc(N)cc3s2)c1	-9.0	13.4	-68.5	-19.5	-2.7	-54.1	-1.0	-183.3
O=C(Nc1cccnc1)c1ccccc1Oc1ccccc1	-10.6	-3.2	3.6	-7.1	-2.4	-3.3	-4.8	-21.9
CN1C(=O)c2cccc3c(S(=O)(=O)NCc4ccco4)ccc1c23	-0.6	-13.0	-6.0	17.8	10.3	-9.1	6.5	5.0
COc1ccc(CN2CCN(C(=O)CC(C)C)CC2)cc1OC	-5.6	6.0	-12.0	5.7	-31.9	-5.5	1.8	1.6
COC(=O)C1C(C(C)C)N(c2ccccc2)OC1(C)O (centres undefined)	-5.8	2.8	-1.2	-18.4	-3.2	4.6	-2.7	10.8
CC1=[N+](C)N(c2ccccc2)C(=O)C1N=Cc1ccc(Cl)cc1 (centres undefined)	2.0	-6.4	-7.5	-1.7	9.8	5.6	-8.4	2.9
O=C(NCc1cccc(C(F)(F)F)c1)C1CC(c2c(Cl)cccc2Cl)=NO1 (centres undefined)	-3.5	6.7	-8.4	20.2	4.3	-29.7	3.1	1.6
COC/C=C/C1=CC2=CC(=O)C(C)(OC(=O)c3cnc4ccccc4n3)C(=O)C2=CN1CCc1ccccn1 (centres undefined)	.	-62.2	.	-6.7	.	-73.6	.	4.5
Cn1c(=O)c2c(nc(Oc3ccccc3Cl)n2C)n(C)c1=O	-2.0	.	-5.5	.	4.1	.	7.7	.
O=C(COC(=O)c1cccc(O)c1)Nc1ccc(OC(F)F)cc1	-2.6	5.5	0.0	-5.2	6.2	2.8	-11.1	26.2
CCOc1cc(N2CCOCC2)c(OCC)cc1NC(=O)c1cccc(N(C)C)c1	8.0	-4.6	2.0	-2.9	-9.1	-17.5	5.2	12.4
CS(=O)(=O)N1N=C(c2ccc(Br)cc2)CC1c1cccs1 (centres undefined)	-9.0	10.6	-54.1	-48.7	8.7	-2.0	8.3	-41.9
CCn1c(=O)c(C(=O)CN2CCCc3ccccc32)c(N)n(Cc2ccccc2)c1=O	6.2	-6.1	7.9	-8.0	13.8	4.2	-10.3	-13.5
COc1ccc2nc(SC)c(C#N)cc2c1	-1.4	-5.1	7.5	-6.3	-2.4	9.4	-12.2	-6.1
CCn1c(OC)nc2c1c(=O)n(C)c(=O)n2C	-0.9	-1.3	2.7	11.2	2.3	6.4	3.3	11.0
CCc1ccc(NC(=S)N2CCCC(C(F)(F)F)C2)cc1 (centres undefined)	-8.2	-2.7	1.3	-5.4	16.0	-1.2	8.6	2.5
O=C(NC1CCN(Cc2ccccc2)CC1)C1CCN(c2nnc(-n3cccc3)s2)CC1	1.3	36.3	0.8	14.8	7.9	27.6	4.4	-8.4
CCOC(=O)NC(=O)CSc1nnnn1-c1ccc(Cl)cc1	11.3	-0.9	3.5	-4.2	3.3	-21.9	-11.3	-11.3
COc1ccc(-n2c(C)c(C)c3c(NCCN(C)C)ncnc32)cc1	11.3	5.3	5.7	-26.0	15.1	-7.7	-2.9	-8.5
COc1cccc(NC(=O)C(=O)N/N=C(\C)CC(=O)Nc2ccc(NC(C)=O)cc2)c1	-19.2	-5.6	-38.5	-39.4	4.5	-6.3	-1.7	-55.3
O=C(O)[C@@H]1CCCN1S(=O)(=O)c1cccc(S(=O)(=O)N2CCC[C@H]2C(=O)O)c1	-3.7	-5.0	-26.9	-18.0	2.8	1.6	-17.4	-7.9
O=C(Nc1ccc(F)cc1F)c1cc(-c2ccco2)on1	3.5	-5.4	-1.7	-0.3	8.2	4.1	1.7	-7.3
O=C1CS(=O)(=O)N(Cc2ccccc2F)c2ccc(Br)cc21	4.8	.	-6.2	.	7.7	.	-2.1	29.9
CCc1nnc(NS(=O)(=O)c2ccc(NC(=O)c3ccc(Cl)cc3)cc2)s1	-0.1	-1.5	0.8	0.5	12.1	-6.2	1.4	26.0
CC(SC1=NCCN1S(=O)(=O)c1ccccc1)c1ccccc1 (centres undefined)	4.2	-8.9	11.5	5.2	8.1	25.1	5.4	-9.2
CC1(C)CC(=O)c2cc(OCC(=O)NCC3CCCO3)ccc2O1 (centres undefined)	-3.7	9.9	-5.0	0.4	-4.4	16.8	-3.8	17.2
CCN(CC)c1ccc(N2C(=O)/C(=C/c3ccccn3)SC2=S)cc1	-6.1	-10.2	10.6	-3.5	3.7	-8.1	-5.5	-6.0
c1ccc(-c2nc3ccccc3s2)nc1	0.5&-2.8	-10.1&13.6	-102.1&-58.7	-132.9&-117.8	6.4&2.0	-5.7&-5.2	0.8&22.3	-170.5&-133.9
CCCCC1CCC(C(=O)Nc2ccc(N3CCOCC3)cc2N2CCOCC2)CC1 (centres undefined)	-6.0	11.5	-5.4	8.7	6.2	-2.8	-3.0	5.1
OCCCNc1ncnc2c1cnn2-c1ccc(Cl)cc1	-0.1	3.1	-35.7	-153.4	7.3	9.8	-7.5	-135.1
Cc1ccc(-n2nc3c(=O)n(CCCC(=O)NCc4ccco4)nc(C)c3c2C)cc1	-6.8	2.4	12.2	26.8	10.7	-4.5	-9.0	25.9
Cc1cc(C(=O)N2CC(C)CC(C)C2)c(C)o1 (centres undefined)	2.8	7.9	4.6	1.7	10.2	11.3	0.9	28.5

# Compounds from the list above that have a cyano group:
compound	CXCR6 inh	UBC13 polyUb	Gli-Sufu antag	Jurkat NFkB inh	CCR6 antag	APJ antag	EBI2 antag	697 NFkB inh
COc1ccc(-n2c(COc3ccc(Cl)cc3)nnc2SCc2ccc(C#N)cc2)cc1	4.3	3.1	21.3	23.4	20.7	2.3	37.9	-7.9
COc1ccc2nc(SC)c(C#N)cc2c1	-1.4	-5.1	7.5	-6.3	-2.4	9.4	-12.2	-6.1

# More results.
compound	CXCR6 inh	UBC13 polyUb	Gli-Sufu antag	Jurkat NFkB inh	CCR6 antag	APJ antag	EBI2 antag	697 NFkB inh
CCCOn1c(OCC(C)C)nc2ccccc2c1=O	-7.3	9.5	-8.3	5.1	7.1	11.2	6.7	-8.8
C/C(CC(=O)Nc1cccc2c1CCCC2)=N\NC(=O)c1cccc2ccccc12	-0.2	-9.6	-26.7	10.5	6.0	-5.1	4.5	-13.5
COc1cc(C(=O)N2CCCCC2)ccc1OCC(=O)Nc1ccc(F)cc1	1.2	2.0	0.6	18.5	7.3	6.7	-11.4	14.5
CCCN1CCC(=O)N([C@H](CSc2ccccc2)Cc2ccccc2)CC1	1.7	4.7	25.9	0.2	13.9	-20.1	2.4	-9.5
O=[N+]([O-])c1ccc(C2=CSC3=NCCN23)cc1	3.5	-2.2	-1.7	3.3	3.2	3.9	1.7	6.0
CC(C)c1onc(C(=O)N2CCOCC2)c1[N+](=O)[O-]	-5.5	6.3	-4.8	-7.0	4.8	-8.2	-4.6	0.7
C/C(=N\NC(=O)c1cc2c(s1)CCC(C)C2)c1cccnc1 (centres undefined)	-2.3	7.7	-18.8	-18.4	-3.1	8.4	8.1	-2.3
CCOc1nc(-c2ccc(OC)cc2)ccc1-c1noc(-c2ccncc2)n1	10.7	.	0.7	.	6.0	.	4.9	.
O=C(Nc1ccccc1C(=O)Nc1ccncc1)c1ccc([N+](=O)[O-])cc1	-8.1	-3.1	-25.8	17.5	6.2	-21.6	6.8	10.8
C=CCNC(=O)c1onc(CSc2ccccc2)c1C(=O)NCC=C	-6.9	2.1	15.9	6.3	6.6	2.3	-7.9	7.4
CC(C)(C)OC(=O)C[C@H]1C/C=C\C[C@@H](CC(=O)N(CCO)Cc2ccccc2)C(=O)N[C@@H](Cc2ccccc2)COC1=O	6.6	1.8	-17.5	4.2	15.6	10.3	-7.4	22.9
Cc1cc(C)c(C)c(S(=O)(=O)N2CCN(C)CC2)c1C	6.9	4.1	29.9	1.1	-1.1	9.8	-4.2	3.3
CN(C)CCCN(C(=O)c1ccc(S(=O)(=O)N2CCc3ccccc32)cc1)c1nc2ccc(Cl)cc2s1	7.8	11.9	24.2	-5.0	14.2	6.5	-9.8	-1.7
Fc1ccc(C2c3[nH]c4ccccc4c3CCN2CCCn2cccn2)cc1 (centres undefined)	1.5	-0.2	0.9	-0.4	17.5	-19.3	7.0	20.2
CCN(CC)C(=S)SC1=CCS(=O)(=O)C1	2.9	4.4	-19.5	9.2	5.8	-10.3	-2.3	3.5
Cc1ccc(S(=O)(=O)Nc2ccc(Cl)cn2)cc1C	-2.1	-8.4	-9.0	-0.8	9.5	-5.7	9.7	-17.1
CC1CN(C(=S)SCC(=O)c2ccccc2)CC(C)O1 (centres undefined)	-8.7	5.7	-23.4	-1.7	-1.2	-0.2	-10.4	10.2
CN(C)c1ccc(C(CNS(=O)(=O)c2ccc([N+](=O)[O-])cc2)N2CCOCC2)cc1 (centres undefined)	-1.9	-8.1	-2.2	24.6	-9.0	-20.5	-1.1	1.3
O=C(/C=C/c1ccc(S(=O)(=O)N2CCOCC2)cc1)NCc1ccccc1Cl	-0.7	-9.0	4.9	19.3	12.9	4.8	6.2	-31.1
O=C(N/N=C/c1ccccc1Cl)C1CC1	-3.5	-4.1	-15.7	2.9	8.3	-1.2	2.0	2.4
CCOc1ccc(N(CC(=O)NCCc2ccc(OC)cc2)S(C)(=O)=O)cc1	-0.7	3.8	-3.2	-3.3	3.5	2.9	1.1	-8.3
Cn1c(SCc2nc(-c3ccc(Cl)cc3)no2)nnc1-c1ccco1	-3.1	1.0	-6.1	6.5	20.3	-52.8	-3.9	9.8
N#Cc1cc(Br)ccc1N=C1CCCN1c1ccccc1	5.1	-12.7	18.3	-0.7	16.0	2.9	4.8	2.4
O=C(CN1CC(=O)Oc2ccccc21)NCc1ccco1	-13.0	-10.7	-0.4	17.4	-18.4	-2.4	-0.3	6.8
CCOC(=O)C(=Cc1ccc(OCc2ccc([N+](=O)[O-])cc2)c(OC)c1)C(=O)OCC	8.7	8.0	-27.4	-79.9	9.3	-2.1	54.0*	26.4
